# CCR6 antagonist – CCR6 receptor antagonists, primary screen, cell-based, CHO-K1, luminescence, beta-arrestin, uHTS; CHO-K1 CCR6 PathHunter beta-arrestin, CCL20-stimulated; inhibition, % at 20 µM; 340,000 compounds, 0.49% hits; AID 493098, 2011;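 active = compounds whose inhibition of the agonist-driven luminescence signal at 20 µM reaches about 50%, limit read from the data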;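 note: cells stimulated with CCL20 at 14 nM final; plate controls were DMSO with CCL20 for no effect and DMSO without agonist for full effect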
# Target sequence (P51684 whole entry, looked up): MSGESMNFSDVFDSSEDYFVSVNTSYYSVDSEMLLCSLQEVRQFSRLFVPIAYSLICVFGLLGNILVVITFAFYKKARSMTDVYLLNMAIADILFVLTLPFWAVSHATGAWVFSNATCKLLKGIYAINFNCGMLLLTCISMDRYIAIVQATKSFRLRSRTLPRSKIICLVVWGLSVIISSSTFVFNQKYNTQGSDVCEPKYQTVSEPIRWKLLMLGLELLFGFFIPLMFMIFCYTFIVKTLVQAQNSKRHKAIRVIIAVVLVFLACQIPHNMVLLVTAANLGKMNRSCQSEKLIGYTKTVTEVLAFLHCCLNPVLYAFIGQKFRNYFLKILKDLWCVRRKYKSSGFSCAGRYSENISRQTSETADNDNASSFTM
# EBI2 block – EBI2 receptor antagonists, beta-arrestin recruitment, primary screen, cell-based, luminescence, 7a,25-OHC stimulation, uHTS; inhibition, % at 5 µM; G-protein coupled receptor 183 (Homo sapiens), P32249; 7a,25-OHC stimulated; 360,000 compounds, 0.81% hits; AID 651636, 2012; in the data active = inhibition above about 38%;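 note: enzyme fragment complementation signal reports receptor beta-arrestin coupling in cells; 0% = agonist plus DMSO wells and 100% = wells without agonist; some results beyond the cut were filed as inactive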
# Target sequence (P32249 whole entry, looked up, the tested form may be a part): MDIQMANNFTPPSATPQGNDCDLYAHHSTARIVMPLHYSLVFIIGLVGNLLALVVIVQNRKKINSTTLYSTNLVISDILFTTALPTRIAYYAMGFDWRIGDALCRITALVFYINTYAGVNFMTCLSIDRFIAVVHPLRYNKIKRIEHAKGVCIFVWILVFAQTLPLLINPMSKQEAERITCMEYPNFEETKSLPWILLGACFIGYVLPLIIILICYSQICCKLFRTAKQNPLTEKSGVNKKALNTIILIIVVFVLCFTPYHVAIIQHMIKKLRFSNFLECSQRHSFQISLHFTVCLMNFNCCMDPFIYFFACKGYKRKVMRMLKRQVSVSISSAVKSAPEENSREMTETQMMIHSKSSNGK
# Apaf-1 inh – inhibitors of human Apaf-1 apoptosome, primary screen, biochemical, DEVD-Rh110 fluorescence, uHTS | Apoptotic protease-activating factor 1 (Homo sapiens), O14727 | reconstituted apoptosome caspase-3 activity | inhibition, % at 20 µM | 330,000 compounds, 0.71% hits; active = inhibition of at least 40% at 20 µM;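 note: plate controls were DMSO wells for no effect and DEVD-CHO caspase inhibitor wells for full effect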
#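 Assay system: Apoptosome proteins | Medium: pH 7.5 Hepes buffer with CHAPS, BSA, DTT | Also added: Cytochrome c and DEVD-Rh110 substrate | Times: 30 min plus 50 min, RT | Detection: Rhodamine 110 fluorescence at Ex 480/Em 540 nm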
# SENP8 block – SENP8 protease inhibitors, primary screen, biochemical, luminescence. Sentrin-specific protease 8 (Homo sapiens), Q96LD8. purified SENP8, Z-RLRGG-aminoluciferin cleavage. inhibition, % at 10 µM. 330,000 compounds, 1.2% hits. AID 2540, 2010
# Jurkat NFkB inh – inhibitors of induced NF-kB luciferase reporter, primary screen, TCR NF-kB activation inhibitor project, cell-based, luminescence, uHTS. Jurkat, PMA/ionomycin-induced NF-kB luciferase reporter. inhibition, % at 4 µM. 330,000 compounds, 0.53% hits
# Gli-Sufu block – Gli-Sufu pathway antagonists, primary screen, luciferase luminescence, Sufu-KO-LIGHT cells, uHTS; Sufu-KO-LIGHT fibroblasts, Gli luciferase reporter luminescence; inhibition, % at 5 µM; 340,000 compounds, 0.74% hits; AID 588413, 2011;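 active = inhibition above about 55%, limit read from the data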;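 note: 0% = DMSO-treated cells and 100% = wells with medium but no cells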
# UBC13 inh – UBC13 polyubiquitin chain formation inhibitors, primary screen, biochemical, TR-FRET, uHTS; Ubiquitin-conjugating enzyme E2 N (Homo sapiens), P61088; inhibition, % at 20 µM; 330,000 compounds, 0.47% hits; AID 485273, 2010; in the data active = inhibition above about 45%, passing the limit was not always enough; inconclusive = no clear call, values can overlap the other calls
# Target sequence (P61088 whole entry, looked up): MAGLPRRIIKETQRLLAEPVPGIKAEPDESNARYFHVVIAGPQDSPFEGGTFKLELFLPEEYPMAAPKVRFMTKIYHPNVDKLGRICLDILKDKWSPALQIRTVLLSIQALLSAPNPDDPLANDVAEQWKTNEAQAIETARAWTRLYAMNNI
# 697 NFkB inh – inhibitors of PMA/ionomycin-induced NF-kB reporter, 697 cells, primary screen, B-cell NF-kB inhibitor project, cell-based, luminescence, uHTS | 330,000 compounds, 0.33% hits | inhibition, % at 4 µM | 697 B-cell NF-kB luciferase reporter, 16 h; in the data active = inhibition above about 35%
# An asterisk follows results filed as active; ? = inconclusive; · = not tested or not shown; & = joins results of further samples. Cut-off read from the data, not from the text of the source, unless noted: active = inhibition above about 50%; inactive = the rest. Only part of the results is shown; rates above refer to the full screens.
no.	compound	UBC13 inh	EBI2 block	Gli-Sufu block	CCR6 antagonist	SENP8 block	697 NFkB inh	Apaf-1 inh	Jurkat NFkB inh
1	Fc1ccc(N/N=C(/c2ccccc2)c2ccccn2)cc1	6	-1	-2	21	2	-1	3	29
2	CCOc1ccc(NC(=O)C2CC(=O)N(c3cc(C)cc(C)c3)C2)cc1 (stereo not given)	0	10	-18	-3	1	11	17	-26
3	O=C(NCCCN1CCCC1)c1ccc2c(c1)N(Cc1ccccc1F)C(=O)c1ccccc1S2=O (stereo not given)	12	-6	3	16	5	-16	26	2
4	CCc1ccccc1S(=O)(=O)Cc1ccc(C(=O)NC2CCCC2)o1	?	3	6	-6	13	-7	-7	-9
5	N#Cc1ccc(OCC(O)CN2CCN(c3ncc(C(F)(F)F)cc3Cl)CC2)cc1 (stereo not given)	-5	48*	23	12	-2	-20	19	17
6	O=C(COc1ccc(CO)cc1)Nc1ccc(F)cc1	-3	-4	1	-3	-1	14	-16	-15
7	C=CCn1c(SCC(=O)Nc2cccc(S(N)(=O)=O)c2)nc2sc(C)c(C)c2c1=O	24	10	8	18	4	-5	11	-1
8	Cn1c(=O)[nH]c(=O)c2c1[nH]c(=S)n2Cc1ccccc1	?	3	2	6	7	2	-1	2
9	CCn1c(SCC(=O)N/N=C/C=C/c2ccccc2[N+](=O)[O-])nnc1-c1ccc(Cl)cc1	2	·	·	·	3	11	19	3
10	CCCCCOc1ccc(Cn2ccnc2)cc1[N+](=O)[O-]	15	2	2	22	-5	-34	8	-9
11	CCN(CC)S(=O)(=O)c1cccc(C(=O)Nc2ccc(C#N)cc2)c1	7	-11	21	-2	6	-23	-2	32
12	CCOC(=O)Cn1ncc2c(=O)oc3ccccc3c21	3	-1	1	7	4	11	-3	-2
13	CC(=O)c1cc2c(cc1NC(=O)c1c(-c3ccccc3)noc1C)OCO2	-7	16	-4	9	-7	-34	13	12
14	Nc1c(Cl)cc(-c2csc(NC(CO)c3nc4ccccc4n3CCOCCO)n2)cc1Cl (stereo not given)	23	0	-4	2	0	18	19	-4
15	Cn1c(SCc2cnc(-c3ccccc3)s2)nnc1C1COc2ccccc2O1 (stereo not given)	2	-2	-5	2	-1	4	10	3
16	CCCCSc1c(C)c2cc3c(cc2[nH]c1=O)OCO3	2	-14	16	-6	-2	-23	-4	-6
17	CC(Nc1cc(=O)n(C)c(=O)n1C)c1ccccc1 (stereo not given)	7	-2	-1	-4	-1	5	3	6
18	CCCCCCC(=O)Nc1ccc(Cl)cn1	-2	-1	-18	3	-3	-11	-8	-12
19	CC(Sc1nncs1)C(=O)Nc1ccc2c(c1)OCO2 (stereo not given)	-1	-3	-16	3	3	-1	-4	12
20	Cc1ccc(N=c2c([N+](=O)[O-])nn(-c3ccc4c(c3)OCCO4)n2O)c(Cl)c1	-23	·	·	·	8	7	1	30
21	O=C(NCCc1ccncc1)Nc1ccccc1	6	-8	5	2	11	13	-25	9
22	CNS(=O)(=O)c1cccc(C(=O)OCC(=O)Nc2cc(F)ccc2F)c1	0	1	-1	3	-1	12	5	-10
23	CC(C)c1ccc(/C=C/C(=O)NC2=NCCS2)cc1	1	·	·	·	-2	-171	22	-204
24	CC1(C)CC2(C)OCCN2C(=S)N1 (stereo not given)	2	-5&1	8	-7	-3	7	1	-3
25	CCC(Sc1ccc2nnc(-c3cccnc3)n2n1)C(=O)O (stereo not given)	5	-2	-4	1	-6	8	9	2
26	CN(C)N1C(N)=C(C#N)C(c2ccc(F)cc2)C2=C1CCCC2=O (stereo not given)	-1	-9	-5	6	-12	13	6	7
27	O=C(O)C(Cc1cn[nH]n1)=NO	7	-4	-36	-4	2	-3	-7	-15
28	O=C(CSCc1ccc(Cl)cc1)Nc1cccc(C(=O)O)c1	-2	-5	-13	3	1	12	-6	8
29	COC(=O)CCC(=O)N(C)CC1CCCN(CCc2cccc(C(F)(F)F)c2)C1 (stereo not given)	-2	-3	56*	22	12	-3	-1	6
30	CCOC(=O)Cc1csc(NS(=O)(=O)c2cc(Cl)ccc2Cl)n1	-13	-2	22	4	12	-32	11	-8
31	CCOC(=O)c1c(-n2cnnn2)sc2c1CCCC2	1	22	-3	-2	-5	-21	0	-1
32	NC(=O)COC(=O)[C@H](Cc1c[nH]c2ccccc12)NC(=O)c1ccc(F)cc1	-3	-1	9	1	-8	-1	1	6
33	O=c1[nH]ncn2cccc12	-12	-5	4	-13	-9	-11	3	-9
34	Cc1ccc(N(C(=O)c2ccncc2)C2C=CS(=O)(=O)C2)cc1 (stereo not given)	5	-2	-3	-2	-5	3	1	-6
35	CSc1nc(N(C)NC(=O)c2cccc(C)c2)c2ccccc2n1	2	-14	-7	4	1	-213	-1	58*
36	CCc1csc(CNC(=O)C2CCC(=O)N(Cc3cccc(F)c3)C2)n1 (stereo not given)	-1	3	3	17	-5	0	-8	11
37	CN1CCC(CO)(Cc2ccccc2)CC1	4	-6	2	0	-2	9	-4	-2
38	O=C(Nc1cccc(-c2nc3cccnc3s2)c1)c1ccc(Cl)nc1	-6	-1	4	-8	2	-25	-14	-12
39	C[C@@H](C(=O)NC1CCN(Cc2ccccc2)CC1)N1C(=O)N2CCc3c([nH]c4ccccc34)[C@@]2(C)C1=O	23	-4	4	-1	2	4	2	7
40	CSc1ncc(Cl)c(C(=O)C(C#N)c2nc3c(C)cc(C)cc3c(=O)[nH]2)n1 (stereo not given)	-19	1	14	-9	0	-11	19	-5
41	c1ccc(N2CCN(Cc3ccc4c(c3)OCO4)CC2)nc1	4	-4	3	-6	-2	15	-18	0
42	Cc1nc(C)c(-c2nnc(-c3ccc(C(C)(C)C)cc3)o2)cc1C(=O)NN	-4	7	-2	19	-13	-38	-3	-3
43	C=C(C)Cn1c(N(CCO)Cc2ccccc2)nc2c1c(=O)[nH]c(=O)n2C	6	-1	-8	1	-1	-6	-8	0
44	CC1CC(NNC(=O)c2ccccc2)=Nc2ccccc2N1C (stereo not given)	8	-15	-8	-1	4	7	5	2
45	Cc1ccc(C(=O)CCC(=O)N(C)CC(=O)Nc2c(Cl)cccc2Cl)cc1	3	-2	-2	16	-1	16	7	-1
46	COc1ccc(NC(=O)CN(C)C(=O)c2cccc(S(=O)(=O)Nc3ccccc3Cl)c2)cc1	-4	4	-7	8	-14	0	2	7
47	Cc1ccc(S(=O)(=O)N2CCOCC2)cc1NC(=O)COC(=O)c1cccnc1Cl	20	0	0	0	0	12	-15	13
48	CCOC(=O)c1cnc(-n2nc(C)cc2C)nc1NC(C)c1ccccc1 (stereo not given)	17	51*	21	41	4	-1	23	12
49	COc1ccc(N(C)S(=O)(=O)c2cccc(C(=O)OCC(=O)c3c(N)n(C)c(=O)n(C)c3=O)c2)cc1	18	-3	6	0	6	-26	1	3
50	O=C(CCn1nnc2ccccc2c1=O)N[C@H](C(=O)O)c1ccccc1	7	-18	2	-6	0	15	-4	17
51	COc1cccc(CNC(=O)C2CCN(S(=O)(=O)N3CCC(C)CC3)CC2)c1	-4	8	19	7	1	0	0	16
52	O=C(COc1ccccc1F)OCC(=O)N1CCc2ccccc21	-3	-6	-17	3	2	6	5	9
53	COc1ccccc1C(CNC(=O)c1cccc(NS(=O)(=O)c2ccc(C)c(F)c2)c1)N1CCCC1 (stereo not given)	15	4	16	0	8	3	31	9
54	CC(=O)c1cccc(NC(=O)COc2nsnc2N2CCOCC2)c1	12	-15	-3	9	2	28	5	5
55	CCc1ccc(NC(=O)C2CCN(c3ncnc4c3nc3n4CCCCC3)CC2)cc1	4	11	2	4	-11	-43	7	11
56	Cc1cc(C)cc(NC(=O)Cn2nnc(C(=O)NCCc3ccccc3)c2N)c1	-2	4	-8	12	-6	10	-4	-1
57	COc1cccc(OC)c1OCCNCC1CSc2ccccc2O1 (stereo not given)	19	9	3	11	6	2	7	-2
58	CN(C)CCCN(Cc1ccccc1)C(=S)Nc1ccc(F)c(Cl)c1	-7	-2	4	21	-2	1	3	3
59	COc1ccccc1NC(=O)c1ccc2c(c1)CCN2S(C)(=O)=O	-7	-13	9	6	-5	11	-5	11
60	Cc1cccc(N(CC(=O)NCC2CCCO2)C(=O)CCC(=O)Nc2cc(C)on2)c1 (stereo not given)	3	-2	0	0	-11	8	11	-2
61	CCOc1ccc(CNC(=O)c2nnc(CS(=O)(=O)c3ccccc3)o2)cc1OC	3	-5	1	-5	15	5	-5	-1
62	Cc1cccc(CSc2nnc(-c3ccco3)o2)c1	1	-40	-43	9	2	-16	4	-22

# 13 entries already listed, ordered by count of non-hydrogen atoms, ascending:
no.	compound	UBC13 inh	EBI2 block	Gli-Sufu block	CCR6 antagonist	SENP8 block	697 NFkB inh	Apaf-1 inh	Jurkat NFkB inh
33	O=c1[nH]ncn2cccc12	-12	-5	4	-13	-9	-11	3	-9
37	CN1CCC(CO)(Cc2ccccc2)CC1	4	-6	2	0	-2	9	-4	-2
31	CCOC(=O)c1c(-n2cnnn2)sc2c1CCCC2	1	22	-3	-2	-5	-21	0	-1
8	Cn1c(=O)[nH]c(=O)c2c1[nH]c(=S)n2Cc1ccccc1	?	3	2	6	7	2	-1	2
10	CCCCCOc1ccc(Cn2ccnc2)cc1[N+](=O)[O-]	15	2	2	22	-5	-34	8	-9
25	CCC(Sc1ccc2nnc(-c3cccnc3)n2n1)C(=O)O (stereo not given)	5	-2	-4	1	-6	8	9	2
59	COc1ccccc1NC(=O)c1ccc2c(c1)CCN2S(C)(=O)=O	-7	-13	9	6	-5	11	-5	11
38	O=C(Nc1cccc(-c2nc3cccnc3s2)c1)c1ccc(Cl)nc1	-6	-1	4	-8	2	-25	-14	-12
50	O=C(CCn1nnc2ccccc2c1=O)N[C@H](C(=O)O)c1ccccc1	7	-18	2	-6	0	15	-4	17
56	Cc1cc(C)cc(NC(=O)Cn2nnc(C(=O)NCCc3ccccc3)c2N)c1	-2	4	-8	12	-6	10	-4	-1
7	C=CCn1c(SCC(=O)Nc2cccc(S(N)(=O)=O)c2)nc2sc(C)c(C)c2c1=O	24	10	8	18	4	-5	11	-1
55	CCc1ccc(NC(=O)C2CCN(c3ncnc4c3nc3n4CCCCC3)CC2)cc1	4	11	2	4	-11	-43	7	11
53	COc1ccccc1C(CNC(=O)c1cccc(NS(=O)(=O)c2ccc(C)c(F)c2)c1)N1CCCC1 (stereo not given)	15	4	16	0	8	3	31	9
